# Source: PubChem BioAssay (National Center for Advancing Translational Sciences (NCATS))
# Menin-MLL TR inh = menin-MLL binding inhibition, Texas Red mutant peptide; O00255; Menin + Texas Red MLL mutant peptide, fluorescence polarization; Potency, µM (series often up to 61.6 µM), for the others: at the top dose FP activity change, negative = inhibition, hits mostly inhibitors; actives 0.23% (n = 270,000); AID 1768; active = well fitted inhibition curve with a large enough effect in the polarisation, with a control signal flat, not every such curve was filed as active; inconclusive = small, poorly fitted or top-dose-only effect, or effect the other way, or a change in a side signal; inactive = no such curve, though single readings can be large or run the other way; the % refers to the polarisation; note: potency is the fitted concentration of half-maximal effect; % of control where 0% means no effect; many of its hits are not listed in these tables
# Target sequence (O00255 whole entry, looked up): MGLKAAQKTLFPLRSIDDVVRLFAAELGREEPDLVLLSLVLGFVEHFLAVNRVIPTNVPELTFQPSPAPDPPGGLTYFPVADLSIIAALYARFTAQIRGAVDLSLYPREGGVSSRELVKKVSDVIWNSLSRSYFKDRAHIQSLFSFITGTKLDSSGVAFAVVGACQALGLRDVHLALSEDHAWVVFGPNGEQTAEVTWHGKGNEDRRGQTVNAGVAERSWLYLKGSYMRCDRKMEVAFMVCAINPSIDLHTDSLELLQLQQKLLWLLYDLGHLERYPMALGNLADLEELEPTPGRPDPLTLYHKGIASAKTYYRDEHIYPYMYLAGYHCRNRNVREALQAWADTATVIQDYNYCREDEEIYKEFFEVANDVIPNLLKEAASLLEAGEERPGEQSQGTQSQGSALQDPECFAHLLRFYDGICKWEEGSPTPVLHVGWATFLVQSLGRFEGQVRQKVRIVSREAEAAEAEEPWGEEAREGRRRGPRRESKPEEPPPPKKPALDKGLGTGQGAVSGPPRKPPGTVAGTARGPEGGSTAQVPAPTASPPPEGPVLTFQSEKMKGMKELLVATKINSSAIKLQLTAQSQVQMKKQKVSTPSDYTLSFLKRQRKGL
# Tb PFK inh = T. brucei PFK enzyme inhibition; O15648; T. brucei PFK, ADP-Glo luminescence; Potency, µM (top dose mostly 57.5 µM), for the others: at the highest dose activity, negative = inhibition, hits mostly inhibitors; actives 0.17% (n = 330,000);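 note: potency is the fitted concentration of half-maximal effect; 0% = uninhibited 1x PFK enzyme wells and -100% = no-enzyme wells; nearly all actives have a fitted effect of over 60% in size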
#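 Luminescent ADP detection (ADP-Glo, two-step: ATP depletion then ADP-to-ATP conversion for luciferase) reported PFK activity after 45 min room-temperature reaction of 1.25 nM enzyme with 0.5 mM F6P and 0.1 mM ATP at pH 8.0.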
# B2AR arrestin = agonists driving beta-arrestin recruitment to human beta2-adrenergic receptor; beta-arrestin recruitment to beta2AR, cell-based reporter; Potency, µM (doses to about 46.1 µM), for the others: at the top dose activation, actives largely listed as activators; actives 0.02% (n = 330,000); AID 492947;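 note: potency is the fitted concentration of half-maximal effect; 0% = DMSO controls and full agonism = EC100 isoproterenol or metaproterenol; nearly all actives have a fitted effect of over 65% in size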
# Target sequence (P07550 whole entry, looked up): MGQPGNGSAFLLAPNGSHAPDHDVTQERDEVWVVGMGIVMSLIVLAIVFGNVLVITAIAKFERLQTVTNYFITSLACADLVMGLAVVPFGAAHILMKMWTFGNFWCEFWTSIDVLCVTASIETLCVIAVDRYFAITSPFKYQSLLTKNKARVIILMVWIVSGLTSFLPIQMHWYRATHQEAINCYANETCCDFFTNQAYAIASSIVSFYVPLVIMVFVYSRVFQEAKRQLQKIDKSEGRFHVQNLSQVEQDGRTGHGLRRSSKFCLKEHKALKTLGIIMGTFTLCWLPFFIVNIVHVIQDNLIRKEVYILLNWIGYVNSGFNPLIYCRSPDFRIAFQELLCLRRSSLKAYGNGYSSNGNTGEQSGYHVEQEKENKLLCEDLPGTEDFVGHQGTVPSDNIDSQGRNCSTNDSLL
# Chronic BCR inh = blocks chronic active B-cell receptor signaling | Potency, µM (highest dose often 46.1 µM), for inactives: at the highest dose ratio change, negative = lower green/red ratio, most hits filed as inhibitors | ABC-DLBCL IkBa-CBG/CBR reporter, luminescence ratio, 4 h | actives 0.05% (n = 340,000) | AID 493014; active = well fitted inhibition curve with a large enough effect in the signal ratio, with a control signal flat, not every such curve was filed as active; inconclusive = small, poorly fitted or top-dose-only effect, or effect the other way, or a change in a side signal; the % refers to the signal ratio;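 note: potency is the fitted concentration of half-maximal effect; plate controls were basal doxycycline-induced cells for no effect and cells given 10 µM MG132 for full effect; MG132 reads +100%, hits lower the ratio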
#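 Doxycycline induced both beetle luciferases in TMD8 lymphoma cells; IKK-driven degradation limits the IkappaBalpha-fused green signal, while red luminescence normalises for cell number and nonspecific effects. Compounds tested up to 46 uM, 4 hrs.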
# PTAP TSG101 blk = blocks PTAP/TSG101 interaction to inhibit HIV-1 budding. Q99816. Fluorescence polarization, FITC-PTAP peptide / Tsg101 binding. Potency, µM (top dose mostly 115 µM), inactives show top-dose activity change, negative = inhibition, hits mostly inhibitors. 340,000 tested, under 10 active; active = well fitted inhibition curve with a large enough effect in the main read-out, with a control signal flat, not every such curve was filed as active; inconclusive = small, poorly fitted or top-dose-only effect, or effect the other way, or a change in a side signal; inactive = no such curve, though single readings can be large or run the other way; note: potency is the fitted concentration of half-maximal effect; % of control where 0% means no effect
#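 Fluorescence anisotropy tracks displacement of a FITC-tagged PTAP peptide (50 nM) from the Tsg101 binding domain (10 uM), following a 20 min room-temperature incubation at pH 7.5.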
# PKM2 activator = PKM2 (human) enzyme activation | actives 0.34% (n = 260,000) | AID 1631 | P14618 | Potency, µM (highest dose often 57.5 µM), inactives show top-dose activation, most hits filed as activators | purified PKM2, Kinase-Glo ATP luminescence, activation; response scale: 0% is enzyme alone, no compound; note: potency is the fitted concentration of half-maximal effect; % is set by controls: 0 for no effect and ±100 for the full control effect; nearly all actives have a fitted effect of over 55% in size
#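 hPK-M2, >95% pure; 0.1 mM ADP / 0.5 mM PEP final; imidazole pH7.2 buffer w/ 7 mM MgCl2, 50 mM KCl; 1 h RT; Kinase-Glo lum. Intermediate enzyme activity for dual inhibitor/activator qHTS.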
# Integrin act MD = activators of alpha7 integrin expression for muscular dystrophy; actives 0.064% (n = 350,000); Potency, µM (series often up to 38.3 µM), inactives show at the highest dose activation, most hits filed as activators; alpha7betagal myoblasts, beta-gal FDG fluorescence, 48 h;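 note: potency is the fitted concentration of half-maximal effect; 100% = response of the positive control SU9516; nearly all actives have a fitted effect of over 60% in size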
#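 alpha7betagal+/- myoblasts (passage 13, 250/well) treated 48 h at 37C with compounds at 1:260 dilution of DMSO stock. Lysed, then beta-galactosidase activity read as FDG fluorescence (ex 480/em 540) after 30 min, with pre-read for autofluorescence.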
# Giardia kill = Giardia lamblia killing; actives 0.15% (n = 340,000); Giardia lamblia trophozoite viability; AID 540267; activity change, % at 7.66 µM, hits read low; in the data active = activity change below about -80%; inconclusive = between about -30% and that limit;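 note: parasites exposed to compound for two days anaerobically before the ATP read; % is set by controls: 0 for no effect and ±100 for the full control effect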
#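 Luminescence from cellular ATP indicates surviving trophozoites (100 cells/well) following 48 hrs anaerobic compound treatment at 37 deg C; signal develops 15-30 min at room temperature.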
# ASM inhibitor = human S-ASM enzyme inhibition. Potency, µM (series often up to 57.5 µM), inactives show at the highest dose activity change, negative = inhibition, usual class: inhibitors. actives 0.006% (n = 340,000). placental ASM, HMU-PC fluorogenic substrate, 60 min. AID 504937. P17405; note: potency is the fitted concentration of half-maximal effect
#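 Fluorescence read-out (Ex 386 nm, Em 447 nm) after stopping the reaction at pH 10. Enzyme: ASM from human placenta; substrate HMU-PC0, 9 uM final; 60 min, 37 °C. Compound preincubation 10 min, ambient temperature.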
# Coupling enz = counter-screen for Giardia aldolase inhibitors: coupling enzyme system. activity change, negative = inhibition, % at 58.2 µM, hits read low. actives 0.67% (n = 290,000). coupling enzyme system counterscreen, AmpLite Red fluorescence; in the data active = activity change below about -30%; note: % is set by controls: 0 for no effect and ±100 for the full control effect
#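 Activity here indicates interference with the coupling reaction, not aldolase inhibition. Compounds at 57.5 uM final met coupling enzymes for 10 min at RT; substrate and AmpLite Red detection followed, with a 525/598 nm fluorescence read after 20 min.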
# GALK inh = blocks human galactokinase activity; actives 0.007% (n = 270,000); Potency, µM (doses to about 57.5 µM), inactives show at the highest dose activity change, negative = inhibition, usual class: inhibitors; Purified GALK, Kinase-Glo residual ATP luminescence; P51570; AID 1868; note: potency is the fitted concentration of half-maximal effect; % is set by controls: 0 for no effect and ±100 for the full control effect
#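 Kinase-Glo Plus luminescence measured ATP left after a 1 h room-temperature reaction. The reaction used 5 nM GALK, 100 uM galactose and 35 uM ATP at pH 8.0 (20 mM HEPES, 5 mM MgCl2, 60 mM NaCl, 1 mM DTT, 0.01% BSA).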
# * hit, by the source's call; ? = inconclusive; / = no result given; [ ] = dose if it differs, or a comment. Unless noted, calls come from the whole dose curve; as a rule, active = well fitted curve in the direction sought with a large enough effect; inconclusive = small, poorly fitted or top-dose-only effect, or another doubt; inactive = no such curve, though single readings can be large; an effect the other way counts as inactive or inconclusive. Only part of the results is shown; count on the stated rates, not on these rows.
molecule	Integrin act MD	PKM2 activator	Menin-MLL TR inh	Chronic BCR inh	B2AR arrestin	GALK inh	Giardia kill	ASM inhibitor	Coupling enz	Tb PFK inh	PTAP TSG101 blk
COc1nc(NC(C)C)nc(N(C#N)CN2C(=O)c3ccccc3S2(=O)=O)n1	-2%	11%	/	-1%	-0.6%	/	0	-3%	0	-5%	-2%
Cc1ccc(OCCNC(=O)c2ccc3c(c2)OCO3)cc1	6%	-12%	-3%	1%	-1.2%	3%	2	-1%	0	1%	-1%
CC1CN(C(=O)CCS(=O)(=O)c2ccccc2)CC(C)O1 (centres undefined)	22%	-3%	-5%	-1%	-0.9%	-2%	21	2%	-4	-6%	-2%
CC(=O)Nc1ccc(C2=NNC(=Nc3cccc(S(=O)(=O)N(C)C)c3)SC2)cc1	-66%[inhibitor]	28%	?	3%	0.4%	0%	25	-7%	-3	-26%	-2%
CC(C)CC(=O)c1c[nH]c(C(=O)N2CCN(Cc3ccccc3)CC2)c1	-16%	17%	-23%	-9%	-0.5%	3%	3	5%	6	-1%	-1%
Cc1ccc(C2(c3ccccc3)NC(=O)N(CC(=O)N(C)C3CCS(=O)(=O)C3)C2=O)cc1C (centres undefined)	?	/	/	-4%	-2.8%	/	-8	2%	/	-2%	-3%
Cc1cccc(-n2c(O)c(C=Nc3ccc(O)cc3)c3ccccc3c2=O)n1	-8%	1%	18%	?	0.1%	/	-4	2%	0	0%	-3%
Cc1cc(C)nc(NC(=O)C2c3ccccc3Oc3ccccc32)n1	-6%	-2%	-4%	13%	-0.9%	-2%	-4	-2%	-3	-8%	-3%
CC(C)C[C@@H](CSc1ccccc1)N1CCN(CC(C)C)CCC1=O	-5%	0%	-23%	17%	-0.8%	/	-17	0%	1	1%	2%
CN(CC(=O)Nc1ccc(F)cc1)C(=O)COC(=O)C1=COCCO1	15%	/	/	-19%	-0.2%	/	0	-3%	/	-15%	0%
N#Cc1ccc(NC(=O)CSc2nc3[nH]c(=O)cc(O)c3s2)cc1	-9%	/	/	0%	-0.3%	/	-9	-5%	/	-2%	-3%
O=C(Nc1cccc(Cl)c1)OC1CCCCc2cccnc21 (centres undefined)	17%	0%	/	1%	0.2%	-4%	-2	-2%	-8	0%	0%
COc1ccc(CC(NC(C)=O)C(=O)NC2CCN(C(=O)Nc3ccccc3Cl)CC2)cc1OC (centres undefined)	-7%	1%	3%	?	0.4%	0%	3	5%	-2	0%	-3%
NC(=O)c1ccccc1NS(=O)(=O)c1ccc2c(c1)OCCO2	-14%	0%	-1%	?	-0.1%	2%	-7	3%	6	0%	-7%
CCOc1ccc(-n2c(CCc3ccccc3)n[nH]c2=S)cc1	-1%	0%	-2%	?	0.2%	1%	-8	-1%	2	0%	-2%
CCOc1cc(C(=O)N/N=C/c2ccoc2)cc(OCC)c1OCC	30%	-8%	/	?	0.0%	-2%	-21	-5%	/	0%	0%
CC(=O)N1CCc2cc(S(=O)(=O)NC(Cc3ccccc3)C(=O)O)ccc21 (centres undefined)	27%	/	/	?	-0.2%	-1%	13	2%	/	8%	-7%
O=C1CCN(Cc2ccc(Br)cc2)CCN1CCO	-15%	-1%	-8%	-3%	0.0%	/	4	2%	1	0%	-2%
CC(C)(C)OC(=O)NCc1ccc(CNC(=O)c2ncn(Cc3ccccc3)c2C(=O)NCc2ccc(CNC(=O)OC(C)(C)C)cc2)cc1	-8%	/	/	-1%	0.2%	/	-1	3%	/	5%	/
O=C(NC(=S)N1CCN(c2nc(-c3ccccc3)cs2)CC1)c1cccnc1	18%	-2%	6%	?	-0.1%	-1%	-8	-9%	5	4%	0%
CC(NS(=O)(=O)c1ccccc1)C(N)=O (centres undefined)	24%	0%	11%	3%	0.1%	2%	-9	4%	-4	-9%	-6%
Cc1cc(C)nc(OC(C(=O)O)C(OCc2ccccc2)(c2ccccc2)c2ccccc2)n1 (centres undefined)	11%	0%	0%	-1%	-0.8%	/	-22	0%	9	3%	-6%
Cc1ccc(CN2CCC(c3cc(-c4ccc(Cl)cc4)n[nH]3)CC2)cc1	-60%[inhibitor]	/	-23%	-1%	-0.9%	2%	-20	-1%	-1	1%	1%
CCC(CC)NC(=O)Cc1ccc(S(=O)(=O)N2CCOCC2)s1	3%	-3%	2%	-12%	0.0%	-5%	-3	3%	3	-4%	-4%
COc1cc(C(=O)NCCN=C2NS(=O)(=O)c3ccccc32)cc(OC)c1OC	-3%	/	/	-1%	-0.5%	0%	1	-1%	1	1%	5%

# At a glance, some entries already given:
molecule	Integrin act MD	PKM2 activator	Menin-MLL TR inh	Chronic BCR inh	B2AR arrestin	GALK inh	Giardia kill	ASM inhibitor	Coupling enz	Tb PFK inh	PTAP TSG101 blk
CN(CC(=O)Nc1ccc(F)cc1)C(=O)COC(=O)C1=COCCO1	15%	/	/	-19%	-0.2%	/	0	-3%	/	-15%	0%
N#Cc1ccc(NC(=O)CSc2nc3[nH]c(=O)cc(O)c3s2)cc1	-9%	/	/	0%	-0.3%	/	-9	-5%	/	-2%	-3%
O=C(Nc1cccc(Cl)c1)OC1CCCCc2cccnc21 (centres undefined)	17%	0%	/	1%	0.2%	-4%	-2	-2%	-8	0%	0%
COc1ccc(CC(NC(C)=O)C(=O)NC2CCN(C(=O)Nc3ccccc3Cl)CC2)cc1OC (centres undefined)	-7%	1%	3%	?	0.4%	0%	3	5%	-2	0%	-3%

# Going on with the list.
molecule	Integrin act MD	PKM2 activator	Menin-MLL TR inh	Chronic BCR inh	B2AR arrestin	GALK inh	Giardia kill	ASM inhibitor	Coupling enz	Tb PFK inh	PTAP TSG101 blk
Cc1cccc(NC(=S)NNC(=O)c2ccc3c(c2)OCO3)c1	20%	-3%	-4%	?	3.1%	/	?	-2%	2	3%	-2%
COc1ccc(N=c2scc(C)n2CCCN2CCCC2=O)cc1	-14%	-9%	-13%	2%	0.1%	-2%	-20	4%	0	-1%	1%
Cn1cc(S(=O)(=O)N2CCOCC2)cc1C(=O)Nc1ccc(Cl)cc1	15%	-7%	12%	5%	-0.2%	/	0	0%	-1	1%	0%
CCNC(=S)NCc1ccc2c(c1)OCO2	7%	-1%	-3%	0%	0.4%	/	11	2%	1	-2%	0%
O=C(NCc1nnnn1-c1ccc(F)c(F)c1)C(=O)c1c[nH]c2ccccc12	-8%	/	/	?	0.0%	/	-10	0%	/	0%	-2%
CCN(CC)CCCN(CC(=O)N(C)Cc1ccccc1)C(=O)c1ccc([N+](=O)[O-])cc1	5%	2%	1%	8%	-0.4%	6%	17	1%	0	2%	1%
CC(=O)N(Cc1ccccc1C)c1cccc(C)c1C	1%	4%	-24%	0%	-0.3%	2%	-9	-1%	0	8%	-2%
CCOc1ccc(C)cc1S(=O)(=O)n1ccc(C)n1	13%	6%	-20%	0%	-0.3%	-1%	-19	1%	0	-2%	-4%
CCN(CC)C(=O)COn1c(SCC(=O)N(CC)CC)nc2ccccc2c1=O	9%	23%	-29%	-13%	-0.7%	-4%	9	5%	0	14%	-5%
COc1ccc(NC(=O)C(CCSC)NC(N)=O)cc1Cl (centres undefined)	19%	/	-6%	2%	0.5%	1%	-7	2%	-1	-1%	-1%
CCOC(=O)C1CCN(S(=O)(=O)c2ccc3[nH]c(=O)ccc3c2)CC1	-11%	0%	7%	-11%	0.4%	/	1	0%	-1	0%	-1%
O=c1cc(-c2ccc(O)cc2)oc2c(-c3c(O)cc(O)c4c(=O)cc(-c5ccc(O)cc5)oc34)c(O)cc(O)c12	-2%	/	/	1%	-0.4%	/	-3	-3%	/	3%	-10%
CCOc1cccc(/C=N/NC(=O)c2cccnc2)c1O	?	1%[11.5 µM]	7%	?	-0.9%	-4%	9	0%	-1	11%	-1%
CCOc1ccc(C(=O)N2CCCC(c3nc(-c4ccc(C)o4)no3)C2)cc1 (centres undefined)	0%	/	/	-6%	-0.2%	1%	-9	0%	2	3%	-2%
